Screens: PubChem BioAssay, several laboratories
Salmonella PhoP GFP – inhibitors of PhoP regulon expression, primary screen, Salmonella Typhimurium, GFP reporter (AID 1863) | one-dose inhibition, % at 50 µM; IC50 in µM for titrated hits | S. Typhimurium PhoP-regulated promoter GFP reporter, 4 h; higher % means a stronger effect | 0.16% of 300,000 active;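 active = inhibition over 29.93%, a cutoff 3 SD above the screen mean, later confirmed by dose response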;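 note: 0% = low Mg2+ inducing control and 100% = high Mg2+ repressing control; strong numbers were not always called active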
SIAH1 antagonists – Siah-1 peptide-binding antagonists, primary screen, biochemical, fluorescence polarization, rhodamine-plectin, uHTS (AID 1817) | Siah-1 / rhodamine-plectin peptide fluorescence polarization; higher % means a stronger effect | displacement, % at 20 µM; hits with a dose series show IC50 in µM | 0.02% of 290,000 active;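 active = displacement of at least 50% at 20 µM, with a fluorescence ratio check between 0.3 and a set limit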;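 note: plate controls were Siah plus tracer with DMSO for no effect and tracer alone without Siah for full effect; strong numbers were not always called active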
LYP inhibition – inhibitors of LYP phosphatase, biochemical, fluorescence intensity, uHTS (AID 1779); recombinant LYP phosphatase, fluorescence intensity; higher % means a stronger effect; one-dose inhibition, % at 11.5 µM; IC50 in µM for titrated hits; 0.054% of 290,000 active;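 note: plate controls were vehicle with enzyme for no effect and no enzyme for full effect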
NOD1 inhibition – inhibition of NOD1-driven NF-kB reporter – cell-based, luminescence, uHTS, primary screen (AID 1578); one-dose inhibition, % at 4 µM; EC50 in µM for titrated hits; 1% of 290,000 active; NOD1-driven NF-kB luciferase reporter cells, luminescence; higher % means a stronger effect; in the data active = inhibition mostly above about 36%, no sharp cut-off; inactive = mostly below about 34%;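 note: HEK-293T reporter cells stimulated with the NOD1 agonist gamma-tri-DAP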
NOD2 inhibition – inhibition of NOD2-driven NF-kB reporter – cell-based, luminescence, uHTS, HEK293 (AID 1566) | inhibition, % at 4 µM, or EC50 in µM where a hit was titrated | 0.63% of 290,000 active | HEK293 NOD2/NF-kB luciferase reporter, luminescence; higher % means a stronger effect; note: many of its hits are not listed in these tables
KOR beta-arrestin-1 – kappa opioid receptor activators – cell-based, luminescence, uHTS, primary screen (AID 1777); KOR beta-arrestin recruitment, luminescence; higher % means a stronger effect; activation, % at 10 µM; hits with a dose series show EC50 in µM; 0.02% of 280,000 active; in the data active = activation above about 50%, passing the limit was not always enough; note: a part of the inactive calls stands beside numbers as strong as those of hits
KOR beta-arrestin-2 – kappa opioid receptor blockers – cell-based, luminescence, uHTS (AID 1778). KOR beta-arrestin recruitment, luminescence, antagonist mode; higher % means a stronger effect. inhibition, % at 10 µM; hits with a dose series show IC50 in µM. 0.091% of 290,000 active; note: strong numbers were not always called active
Myeloid diff MLP – compounds promoting myeloid differentiation | ER-HoxA9 myeloid progenitors, lysozyme-GFP differentiation, flow cytometry | calls only at 10 µM | 1% of 360,000 active | AID 624256;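 active = normalized GFP-positive differentiation at or above the plate's own cutoff, the solvent-only control mean plus 3 SD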;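 note: cells exposed to compound for four days before flow analysis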
HIV peptide binding – cell-free HIV fusion peptide-binding blockers – biochemical, uHTS, fluorescence dequenching, primary screen (AID 1986) | 0.3% of 290,000 active | one-dose inhibition, % at 20 µM; IC50 in µM for titrated hits | cell-free peptide binding, fluorescence dequenching, 30 min; higher % means a stronger effect; in the data active = inhibition mostly above about 52%, no sharp cut-off; inactive = mostly below about 76%; note: some results filed as inactive read as strong as hits
Myeloid diff MLP GFP+ MAC1+ % – further read-out of Myeloid diff MLP, marked with its call; GFP+ MAC1+ double positive, %; measured here: differentiation confirmed by MAC1 staining
Starred values were filed as active, the others as inactive; i = inactive; . = not tested or not shown; [ ] = dose if it differs, or a comment. Cut-off read from the data, not from the text of the source, unless noted: active = inhibition above about 50%; inactive = the rest. Not all compounds are listed; count on the stated rates, not on these rows.

SMILES	Salmonella PhoP GFP	SIAH1 antagonists	LYP inhibition	NOD1 inhibition	NOD2 inhibition	KOR beta-arrestin-1	KOR beta-arrestin-2	Myeloid diff MLP	Myeloid diff MLP GFP+ MAC1+ %	HIV peptide binding
COc1ccc(NC(=S)N2CCN(S(=O)(=O)c3ccccc3)CC2)cc1OC	2.0%	2.0%	-7.8%	-35.0%	-15.9%	1.1%	7.0%	i	0.8	-0.9%
Cc1csc(-c2cnn(-c3ccccc3)c2NC(=O)c2cccc(C(F)(F)F)c2)n1	-0.1%	2.7%	5.7%	-4.5%	21.9%	1.1%	20.6%	i	1.0	2.2%
CCC(=O)N(CCC(c1ccco1)c1ccccc1OC)Cc1cccs1 (stereo not given)	7.5%	2.9%	-0.4%	-11.4%	16.1%	1.2%	8.2%	i	0.4	-2.8%
CC(C)CNC(=S)N1CCN(C(c2ccccc2)c2ccccc2)CC1	-12.8%	4.2%	1.5%	-26.3%	4.8%	12.6%	-14.0%	i	1.3	-0.8%
COc1cc(NC(=O)COC(C)=O)c(C)cc1[N+](=O)[O-]	7.5%	0.0%	-4.8%	-22.7%	9.9%	-1.3%	16.4%	i	0.6	2.8%
COc1ccc(Oc2coc3cc(OC(=O)c4cncc(Br)c4)ccc3c2=O)cc1	3.3%	5.0%	-0.4%	-57.5%	-3.0%	1.4%	-1.1%	i	0.3	1.8%
CN1CCN(C(=O)Nc2ccc([N+](=O)[O-])cc2)CC1	1.3%	4.8%	6.3%	-10.0%	14.0%	-1.8%	22.5%	i	0.1	0.2%
COc1ccccc1C(=O)NNS(=O)(=O)c1ccc(F)cc1	-2.1%	-7.1%	-5.2%	-21.2%	16.2%	-0.5%	-23.8%[20 µM]	i	0.6	-0.8%
COC(=O)c1nn(-c2cccc(C(F)(F)F)c2)ccc1=O	9.0%	-3.9%	-6.9%	1.2%	3.4%	-3.5%	3.4%	.	.	-0.4%
O=[N+]([O-])c1cccc2ccc(/C=C/c3ccc(F)cc3)nc12	-6.7%	0.9%	-4.5%	-22.5%	-36.5%	4.5%	9.1%	i	0.8	0.2%
O=C(CCOc1ccccc1)Nc1ccccc1F	.	-3.7%	-8.9%	-17.4%	-9.6%	-3.3%	22.6%	i	0.7	-1.3%
COc1ccccc1N1C(=O)C2C3C=CC(C3)C2C1=O (stereo not given)	-6.4%	-4.4%	-6.0%	16.5%	8.7%	0.9%	8.3%	i	0.4	-1.9%

Retrieved by structure from the entries so far, 6 records:
SMILES	Salmonella PhoP GFP	SIAH1 antagonists	LYP inhibition	NOD1 inhibition	NOD2 inhibition	KOR beta-arrestin-1	KOR beta-arrestin-2	Myeloid diff MLP	Myeloid diff MLP GFP+ MAC1+ %	HIV peptide binding
CN1CCN(C(=O)Nc2ccc([N+](=O)[O-])cc2)CC1	1.3%	4.8%	6.3%	-10.0%	14.0%	-1.8%	22.5%	i	0.1	0.2%
Cc1csc(-c2cnn(-c3ccccc3)c2NC(=O)c2cccc(C(F)(F)F)c2)n1	-0.1%	2.7%	5.7%	-4.5%	21.9%	1.1%	20.6%	i	1.0	2.2%
O=[N+]([O-])c1cccc2ccc(/C=C/c3ccc(F)cc3)nc12	-6.7%	0.9%	-4.5%	-22.5%	-36.5%	4.5%	9.1%	i	0.8	0.2%
CCC(=O)N(CCC(c1ccco1)c1ccccc1OC)Cc1cccs1 (stereo not given)	7.5%	2.9%	-0.4%	-11.4%	16.1%	1.2%	8.2%	i	0.4	-2.8%
COC(=O)c1nn(-c2cccc(C(F)(F)F)c2)ccc1=O	9.0%	-3.9%	-6.9%	1.2%	3.4%	-3.5%	3.4%	.	.	-0.4%
COc1cc(NC(=O)COC(C)=O)c(C)cc1[N+](=O)[O-]	7.5%	0.0%	-4.8%	-22.7%	9.9%	-1.3%	16.4%	i	0.6	2.8%

(listing goes on)
SMILES	Salmonella PhoP GFP	SIAH1 antagonists	LYP inhibition	NOD1 inhibition	NOD2 inhibition	KOR beta-arrestin-1	KOR beta-arrestin-2	Myeloid diff MLP	Myeloid diff MLP GFP+ MAC1+ %	HIV peptide binding
COC(=O)c1cc(C(=O)c2ccc(Cl)cc2Cl)cn1C	15.2%	-3.3%	-6.6%	15.9%	16.5%	-1.9%	-9.6%	i	0.7	-1.0%
COc1cc(OC)cc(C2=NC3(CCC(C)CC3)NC2=S)c1 (stereo not given)	-1.8%	3.2%	0.5%	2.3%	26.2%	-1.4%	5.1%	i	0.4	0.3%
COC(=O)c1cccc(NS(=O)(=O)c2ccc(OC)c(C(=O)N3CCOCC3)c2)c1C	-3.0%	-3.9%	-9.2%	-17.0%	7.2%	2.5%	-32.9%	i	0.4	-1.0%
O=S(=O)(c1ccccc1Cl)N1CCCC(c2nc(-c3cccnc3)no2)C1 (stereo not given)	-1.3%	-0.3%	-8.1%	7.6%	-4.7%	-2.4%	6.0%	i	3.4	-2.2%
Cc1ccccc1C(=O)c1cccn1CC(=O)NCCC1=CCCCC1	-3.8%	3.4%	-1.4%	-23.3%	-20.1%	-0.2%	-32.3%	i	0.2	2.5%
O=C(NC(=S)Nc1ccc2oc(-c3ccncc3)nc2c1)c1ccccc1F	-2.0%	-6.0%	-3.2%	2.1%	23.4%	-0.5%	-93.2%[20 µM]	i	1.0	-1.9%
COC(=O)c1ccccc1NC(=O)CCc1ccccc1	-0.6%	3.0%	-4.9%	-25.9%	9.1%	-1.7%	20.4%	i	0.9	-0.7%
CCC(Oc1ccccc1F)C(=O)NCCN1CCOCC1 (stereo not given)	3.5%	-0.6%	-4.6%	-14.7%	-5.9%	2.7%	-28.5%	i	1.1	0.9%
COc1ccccc1-n1c(C)cc(/C=C2\C(=N)N3N=C(CC(=O)N4CCOCC4)SC3=NC2=O)c1C	-15.8%	6.3%	-1.0%	-9.5%	4.2%	-1.8%	20.9%	i	0.8	7.6%
C/C(Cl)=C\Cn1c(Nc2cccc(C)c2)nc2c1c(=O)n(C)c(=O)n2C	-8.6%	-5.2%	-7.7%	-5.4%	9.1%	-4.0%	-44.4%	i	8.4	-1.3%
CCOC(=O)C1(CCOC)CCN(Cc2ccccc2-c2ccco2)CC1	-8.1%	17.3%	-3.9%	-37.1%	-17.2%	3.3%	-9.3%	i	1.0	2.5%
CC1CC(C(F)F)n2nc(C(=O)Nc3sc4c(c3C#N)CCC(C(C)(C)C)C4)nc2N1 (stereo not given)	-0.9%	3.5%	-3.0%	-5.4%	-4.1%	-2.9%	-2.9%	i	0.9	0.5%
COc1ccc(CCNC(=O)CN(c2ccccc2)S(C)(=O)=O)cc1	4.6%	-1.9%	-9.6%	-9.4%	2.5%	-1.5%	6.7%	i	0.3	-1.1%
COC(=O)Nc1ccc(S(=O)(=O)N2CCCC(C(=O)NC3CCS(=O)(=O)C3)C2)cc1 (stereo not given)	-13.4%	7.5%	-7.6%	-7.4%	10.1%	-4.9%	2.8%	i	0.0	-1.2%
CS(=O)(=O)N1CCC(C(=O)Nc2ccccc2Br)CC1	-1.4%	2.4%	-5.3%	-13.1%	11.0%	-1.9%	4.4%[20 µM]	i	0.5	2.4%
COc1cc(C#N)ccc1OCC(=O)c1ccc2c(c1)OCCO2	-9.9%	8.0%	-1.6%	-18.6%	15.7%	3.4%	-26.3%	i	8.6	3.3%
CC1CCN(C(=O)Cn2nnc(-c3ccccc3)n2)CC1	-1.9%	5.4%	-6.9%	-3.0%	-20.8%	3.9%	-1.8%	i	0.5	-0.5%
COc1cc(NS(=O)(=O)c2ccc(NC(=S)NC(=O)/C=C/c3ccc(OC)c(OC)c3)cc2)ncn1	-5.8%	40.2%	6.5%	-30.7%	4.1%	-2.6%	26.0%	i	0.5	51.3%
N#CC1=C(N)Oc2n[nH]c(-c3cccnc3)c2C1c1cc(F)ccc1F (stereo not given)	1.6%	-7.9%	-8.1%	36.7%	-1.5%	-3.5%	14.1%	i	0.3	-4.7%
COc1ccc(CNC(=O)c2ccccc2C(=O)O)cc1	-3.8%	0.1%	-1.1%	-1.8%	-8.2%	0.2%	17.0%	i	1.3	3.4%
CCN(Cc1ccccc1)C(=O)c1cc(COc2c(F)cccc2F)on1	-7.8%	3.5%	-4.8%	3.3%	-12.2%	0.6%	-22.1%	i	0.5	2.5%
COc1cc2c(c(OC)c1OC)CC(=O)N(C)CC2	-7.5%	-4.8%	-6.4%	-17.2%	-6.1%	2.9%	-21.7%	i	1.6	0.5%
Cc1cccc(NC(=O)c2ccc(NC(C)c3ccccc3)c([N+](=O)[O-])c2)n1 (stereo not given)	-4.8%	-5.5%	-1.2%	8.6%	-1.8%	-1.9%	-56.9%[20 µM]	i	0.1	-0.2%
O=C(COc1ccc(C2SCCS2)cc1)NNC(=O)C(Cl)Cl	-5.1%	6.3%	-3.9%	-7.5%	-29.3%	2.1%	5.5%	i	0.4	3.4%

Results in Myeloid diff MLP GFP+ MAC1+ % (2 entries from above):
mol,Myeloid diff MLP GFP+ MAC1+ %
N#CC1=C(N)Oc2n[nH]c(-c3cccnc3)c2C1c1cc(F)ccc1F (stereo not given),0.3
COc1ccc(CNC(=O)c2ccccc2C(=O)O)cc1,1.3

(further entries)
SMILES	Salmonella PhoP GFP	SIAH1 antagonists	LYP inhibition	NOD1 inhibition	NOD2 inhibition	KOR beta-arrestin-1	KOR beta-arrestin-2	Myeloid diff MLP	Myeloid diff MLP GFP+ MAC1+ %	HIV peptide binding
CCCCC1(c2ccc(F)cc2)NC(=O)N(CC(=O)N2CCN(C(=O)c3ccco3)CC2)C1=O (stereo not given)	6.3%	-4.5%	-10.9%	-17.8%	3.0%	-1.8%	11.4%	i	1.1	-0.9%
Cc1ccc(CSc2nc3c(c(SCC(=O)O)n2)CCCC3)cc1	28.5%	-1.5%	-1.2%	19.5%	18.7%	-0.1%	-1.9%	i	0.6	5.6%
CN1C(=O)NC(c2ccc([N+](=O)[O-])cc2)C2=C1CC(C)(C)CC2=O (stereo not given)	2.4%	-0.4%	-4.2%	-9.5%	10.5%	-1.8%	6.2%	i	0.5	1.0%
O=C(CN1C(=O)/C(=C\c2ccccc2Cl)Oc2ccccc21)NCc1cccnc1	-0.9%	18.1%	-15.9%	-13.8%	-1.2%	0.8%	6.6%	i	0.2	1.5%
CCOC(=O)N1CCN(C(=O)C2CCCN(S(=O)(=O)c3ccccc3)C2)CC1 (stereo not given)	14.6%	-5.5%	-4.5%	-7.1%	20.0%	-0.4%	-23.2%	i	7.2	2.8%
CC1(C)Cc2ccccc2-c2nc3ccccc3c(=O)n21	6.4%	0.6%	-3.9%	22.0%	20.3%	-4.9%	-11.4%	i	0.3	-1.6%
CCOc1ncccc1C(=O)OCc1cccc([N+](=O)[O-])c1	-4.5%	-1.1%	3.1%	-44.9%	-9.5%	0.2%	-25.8%	i	0.4	-1.2%
CCOC(=O)C1=C(O)/C(=C/c2ccccn2)SC1=Nc1ccc(Cl)cc1	6.2%	-2.8%	4.3%	8.0%	6.3%	6.4%	10.2%	i	0.4	-3.6%
